Screening results (PubChem)
XiGFP reactiv: activators of inactive X chromosome reactivation, primary screen, imaging, XiGFP fibroblasts, GFP high-content imaging, set 2; XiGFP mouse fibroblasts, % GFP-positive cells imaging, 3 d; cells co-treated with 5-aza-dC sensitizer; scaled so ellipticine positive control = 100%; activation, % at 7.58 µM; actives 0.055% (n = 360,000); AID 743238, 2013;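 active = mean normalized replicate activation at least 10% and every replicate at or above 10%; inconclusive = only one of the two criteria met; inactive = mean below 10% and not all replicates reach 10%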;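 also: 0% = median of on-plate neutral control wells and 100% = ellipticine 6 µM median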
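assay system = SV40-immortalized XiGFP fibroblast cells, line 68-5-11 | buffer or medium = DMEM plus 5-aza-dC sensitizer | doses = single-point pinned compound dosing | times = 3-day compound exposure, then 15 min fixation at room temperature | benchmarks = positive control ellipticine, 6 µM final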
INS-1E GSIS act: GLuc luminescence reporter in INS-1E cells, primary screen for activators of glucose-dependent secretion of insulin | INS-1E GLuc reporter insulin secretion, 2-3 h | activation, % at 16.6 µM | actives 0.61% (n = 370,000);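 active = lowest replicate activation of at least 40%, so every replicate reaches that level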;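 also: 0% = median of neutral control wells and 100% = median of IBMX positive control wells; some compounds called inactive have numbers as strong as hits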
E-selectin induc: E-selectin induction in HUVECs, primary screen, imaging, HUVEC, immunofluorescence imaging, single point; P16581; normalized: neutral wells 0, TNF-alpha wells 100; activation, % at 7.58 µM; actives 0.37% (n = 260,000); AID 686992, 2013;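 active = mean E-selectin-positive cell signal at least 10% of the positive control, reached in at least 60% of replicates, without over 20% cell loss; inconclusive = no rule given, readout overlaps actives, possibly toxicity-flagged; inactive = the rest, including those meeting only one limit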;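 also: in these data hits start at about 27%; measured in HUVEC primary endothelial cells; signal is the percent of cells scored E-selectin positive by PE staining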
Target sequence (P16581 whole entry, looked up): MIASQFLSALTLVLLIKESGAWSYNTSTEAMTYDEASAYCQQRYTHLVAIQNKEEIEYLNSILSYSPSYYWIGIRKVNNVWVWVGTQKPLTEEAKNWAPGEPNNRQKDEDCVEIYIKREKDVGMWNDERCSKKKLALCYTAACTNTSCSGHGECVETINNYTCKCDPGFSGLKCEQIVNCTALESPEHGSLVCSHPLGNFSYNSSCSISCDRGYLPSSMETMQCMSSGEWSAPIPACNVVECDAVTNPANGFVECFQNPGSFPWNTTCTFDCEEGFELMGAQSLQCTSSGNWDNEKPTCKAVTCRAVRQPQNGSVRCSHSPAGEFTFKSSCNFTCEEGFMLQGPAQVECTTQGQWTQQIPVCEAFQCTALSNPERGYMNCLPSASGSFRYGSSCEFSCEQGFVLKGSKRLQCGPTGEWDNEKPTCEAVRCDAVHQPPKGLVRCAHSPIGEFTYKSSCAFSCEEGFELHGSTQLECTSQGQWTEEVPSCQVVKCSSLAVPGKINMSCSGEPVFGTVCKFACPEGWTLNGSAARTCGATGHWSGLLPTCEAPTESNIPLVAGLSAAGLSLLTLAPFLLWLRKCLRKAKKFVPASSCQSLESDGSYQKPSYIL
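System: HUVEC / Compound: single concentration / Signal: immunofluorescence imaging / Read-out: percent E-selectin-positive cells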
RAD52 anneal inh: RAD52 DNA annealing inhibitors, primary screen, biochemical, FRET, single point, set 2; recombinant RAD52 DNA annealing, FRET fluorescence; inhibition, % at 18.7 µM; actives 0.46% (n = 360,000);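 active = every replicate showing at least 50% inhibition; inconclusive = mean inhibition at least 50% but not in every replicate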
Casp6 inh: human caspase-6 inhibitors, primary screen, biochemical, VEID-R110 fluorescence, single point, set 2; purified caspase-6, Z-VEID-R110 cleavage fluorescence; P55212; actives 0.53% (n = 350,000); AID 686996, 2013; inhibition, % at 12.5 µM;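 active = mean inhibition across replicates at least about 35%, with every replicate also reaching that limit, limit read from the data; inconclusive = only one of the two criteria met; inactive = neither criterion met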;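 also: 0% = median of neutral control wells and 100% = no fluorescence left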
RAD54 branch: inhibitors of human RAD54 branch migration, primary screen, biochemical, fluorescence, single point | inhibition, % at 10.4 µM | RAD54 Holliday junction branch migration, FAM/BHQ fluorescence | actives 0.14% (n = 360,000) | DNA repair and recombination protein RAD54-like (Homo sapiens), Q92698;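 active = mean normalized replicate activity at least 40 and at least half of replicates scoring 40 or more; inconclusive = only one of the two criteria met; inactive = mean below 40 and under half of replicates reaching 40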;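 also: 0% = median of neutral control wells and 100% = median of positive control wells; inhibitors cause a drop in the FAM fluorescence signal; in these data hits start at about 50%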
F508del corr: F508del CFTR correction, initial screen, CFBE line, single point | CFBE cells, YFP halide quenching; stimulated with forskolin plus potentiator P3; % fluorescence drop versus neutral controls | activity (quench increase), % at 7.58 µM | actives 0.36% (n = 350,000);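 active = mean added fluorescence quench of at least 8% versus neutral control, with both replicates also reaching 8%; inconclusive = only one of the mean or replicate conditions met; inactive = mean below 8% and not both replicates reaching 8%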;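 also: cells transiently co-express mutant CFTR-F508del with the halide-sensitive YFP; corrector assay measuring rescue of mutant channel to the surface after 24 h compound exposure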
DENV2 CPE rescue: inhibitors of DENV2 cytopathic effect, primary screen, cell-based, plate reader, single concentration | DENV2-infected cells, cytopathic effect rescue | actives 1.7% (n = 350,000) | AID 651640, 2012 | CPE inhibition, % at 9.99 µM; in the data active = CPE inhibition above about 20%, passing the limit was not always enough; inconclusive = no clear call, values can overlap the other calls; tested in BHK-21 cells;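 also: 0% = median of neutral control wells and 100% = median of positive control wells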
The depositor's hits bear a star; ? = inconclusive; / = no result given. The list is partial, so the mix of outcomes need not match the whole.

SMILES	XiGFP reactiv	INS-1E GSIS act	E-selectin induc	RAD52 anneal inh	Casp6 inh	RAD54 branch	F508del corr	DENV2 CPE rescue
c1ccc(CCN2CCC3CCNC3C2)cc1 (configuration not stated)	0.2	/	0.1	-9	-4	/	-7.8	-1
CN1C(C(=O)N2CCC3(CC2)OCCO3)=CC(c2ccc(F)cc2)=NS1(=O)=O	0.0	29	1.0	0	2	14	-0.4	-7
CC(=O)C1CCC2C3CCC4CC(O)CCC4(C)C3C(O)CC12C (configuration not stated)	-0.1	-9	/	-2	1	/	4.1	1
O=c1c2ccccc2nc(Cc2ccccc2)n1-c1ccccc1	0.0	/	/	-5	3	-4	-0.7	-3
Clc1cccc(N2Cc3ccccc3-n3nncc3C2)c1	-0.1	-8	-1.3	-35	-1	2	-1.2	4
Cc1ccc(-n2c(C)nc3ccccc3c2=O)c(C)c1	-0.2	4	1.8	-2	3	3	1.7	0
COc1ccc(NS(=O)(=O)c2ccc(OCC(=O)N3CCN(C)CC3)cc2)cc1Cl	0.1	0	5.3	0	-1	-4	1.0	-6
CC(=O)N(C)CC#CCN1CCCC(CO)C1 (configuration not stated)	-0.1	1	0.1	-4	-10	5	-1.2	6
O=C1NC(=O)C(CCc2ccncc2)(CCc2ccccn2)C(=O)N1c1ccc(Br)cc1 (configuration not stated)	0.0	2	/	-22	3	/	/	5
O=c1[nH]c(=O)n(CCc2ccccc2)c(O)c1C=NC1CC1	2.6	1	/	-18	-3	-11	-0.8	5
COCCCN=Cc1c(O)[nH]c(=S)[nH]c1=O	0.2	25	1.3	-14	3	-1	2.6	6
COc1ccc(C(=O)C2CCCN(Cc3ccc(F)cc3F)C2)cc1F (configuration not stated)	0.1	-4	/	-9	1	3	-0.5	-1
O=c1c2ccccc2nc(Cc2ccccc2)n1-c1cccc(O)c1	0.1	-5	0.0	-12	0	-6	-0.2	-1
CC(C)CCNC(=O)c1cc(C(=O)c2cc(Br)ccc2O)cn(CCC(C)C)c1=O	0.0	2	/	-32	-4	9	6.2	7
C[C@H]1COc2cc(N3CCN(C)CC3)ccc2S(=O)(=O)N1	0.1	8	1.8	-13	-9	/	1.0	0

As entered above:
Under DENV2 CPE rescue, O=c1[nH]c(=O)n(CCc2ccccc2)c(O)c1C=NC1CC1 shows 5
Under E-selectin induc, Clc1cccc(N2Cc3ccccc3-n3nncc3C2)c1 shows -1.3
Under XiGFP reactiv, O=C1NC(=O)C(CCc2ccncc2)(CCc2ccccn2)C(=O)N1c1ccc(Br)cc1 (configuration not stated) shows 0.0
Under RAD52 anneal inh, C[C@H]1COc2cc(N3CCN(C)CC3)ccc2S(=O)(=O)N1 shows -13
Under RAD52 anneal inh, COc1ccc(C(=O)C2CCCN(Cc3ccc(F)cc3F)C2)cc1F (configuration not stated) shows -9
Under RAD52 anneal inh, COc1ccc(NS(=O)(=O)c2ccc(OCC(=O)N3CCN(C)CC3)cc2)cc1Cl shows 0

More structures
SMILES	XiGFP reactiv	INS-1E GSIS act	E-selectin induc	RAD52 anneal inh	Casp6 inh	RAD54 branch	F508del corr	DENV2 CPE rescue
CCCCCCC(=O)N/N=C/c1c(O)n(C(C)CC)c(=S)[nH]c1=O (configuration not stated)	0.0	-5	/	-47	-11	2	4.4	0
CCS(=O)(=O)NCc1nnc2n1-c1ccc(Br)cc1C(c1ccccc1Cl)=NC2	-0.1	1	/	-3	3	2	-1.5	-1
O=[N+]([O-])c1ccc(C2[C@H]3C(c4ccccc4)=NC4(CCCCC4)N23)cc1 (some centres not stated)	0.2	-12	/	-9	-2	/	/	-5
NC1CCc2cc(O)c(O)cc2C1 (configuration not stated)	-0.3	-12	0.3	2	-6	1	-2.8	?
O=S(=O)(c1ccc(Cl)cc1)N1Cc2ccc(Br)cc2-n2nncc2C1	0.1	-16	1.4	-12	-3	/	-0.8	?
CCOC(=O)c1nsnc1NCCCl	0.0	8	/	-12	5	-5	-1.8	-4
O=C(CCc1nnc2ccc(NCc3ccccc3Cl)nn12)N1CCC2(CC1)OCCO2	0.1	19	/	-6	1	-8	-0.8	-5
COc1cc(OC)c(OC)cc1C=O	/	-1	/	-12	-3	-11	1.5	1
COc1ccc(N=Cc2c(O)n(C)c(=O)[nH]c2=O)cc1	0.0	/	1.2	-34	-1	-11	2.1	-4
C[N+](C)(C)CCOC(=O)CBr	0.0	-8	0.7	-9	-3	6	-0.4	0
CC(Cc1ccccc1)N(C)CC1C(=O)C2CCC1C2 (configuration not stated)	0.3	5	0.3	-9	0	-5	-2.0	7
COC(=O)[C@@H]1[C@@H](CO)[C@@H]2Cn3c(ccc(C4=CCCCC4)c3=O)[C@H]1N2Cc1cccnc1	0.6	1	0.5	5	-2	-1	-0.5	13
CC(C)N1CCN(Cc2ccccc2C(F)(F)F)CC1CCO (configuration not stated)	0.0	-2	/	-21	-1	/	2.1	1
CCOc1cc2c(cc1OCC)-n1cccc1C(c1ccc(OC(F)F)cc1)NC2 (configuration not stated)	0.0	-8	/	-11	-1	0	-2.1	-3
Cc1ccccc1OP(=O)(Oc1ccccc1C)N1CCOCC1	0.0	7	-0.1	-20	1	/	0.0	-6
O=C(O)c1cc2ccccc2oc1=O	0.3	-24	0.1	-7	0	-3	4.5	2
CCCCCCn1c(O)c(C=Nc2ccccc2N2CCOCC2)c(=O)[nH]c1=S	0.5	4	0.0	-188	-4	-6	-35	0

Looked up by compound from the list above:
SMILES	XiGFP reactiv	INS-1E GSIS act	E-selectin induc	RAD52 anneal inh	Casp6 inh	RAD54 branch	F508del corr	DENV2 CPE rescue
Cc1ccccc1OP(=O)(Oc1ccccc1C)N1CCOCC1	0.0	7	-0.1	-20	1	/	0.0	-6
c1ccc(CCN2CCC3CCNC3C2)cc1 (configuration not stated)	0.2	/	0.1	-9	-4	/	-7.8	-1

Complete entries, quoted from the list.
Listed for CCCCCCC(=O)N/N=C/c1c(O)n(C(C)CC)c(=S)[nH]c1=O (configuration not stated) : XiGFP reactiv: 0.0; INS-1E GSIS act: -5; E-selectin induc: /; RAD52 anneal inh: -47; Casp6 inh: -11; RAD54 branch: 2; F508del corr: 4.4; DENV2 CPE rescue: 0
Listed for CCOC(=O)c1nsnc1NCCCl : XiGFP reactiv: 0.0; INS-1E GSIS act: 8; E-selectin induc: /; RAD52 anneal inh: -12; Casp6 inh: 5; RAD54 branch: -5; F508del corr: -1.8; DENV2 CPE rescue: -4
Listed for COc1cc(OC)c(OC)cc1C=O : XiGFP reactiv: /; INS-1E GSIS act: -1; E-selectin induc: /; RAD52 anneal inh: -12; Casp6 inh: -3; RAD54 branch: -11; F508del corr: 1.5; DENV2 CPE rescue: 1

Another view of part of the listing above.
| molecule | XiGFP reactiv | INS-1E GSIS act | E-selectin induc | RAD52 anneal inh | Casp6 inh | RAD54 branch | F508del corr | DENV2 CPE rescue |
| --- | --- | --- | --- | --- | --- | --- | --- | --- |
| O=C(O)c1cc2ccccc2oc1=O | 0.3 | -24 | 0.1 | -7 | 0 | -3 | 4.5 | 2 |
| CCCCCCn1c(O)c(C=Nc2ccccc2N2CCOCC2)c(=O)[nH]c1=S | 0.5 | 4 | 0.0 | -188 | -4 | -6 | -35 | 0 |
